From PubChem
Diaphorase act: activates diaphorase or chemically reduces, flagging diaphorase assay artifacts; AID 1229; 0.005% of 190,000 active; activation factor at 20 µM; Diaphorase/resazurin coupled assay, resorufin fluorescence, 16 min; stronger effect = higher value; 1 = vehicle wells, 0 = NADH-free wells;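 active = diaphorase activity raised at least twofold by the compound at 20 µM; inactive = activation factor below 2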
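Measured by – red resorufin fluorescence at 544/590 nm excitation/emission · Test system – Clostridium kluyveri diaphorase, purified enzyme · Incubation – reaction time 16 min, room temperature · Buffer or medium – 50 mM HEPES pH 7.4 with 4.542 mM MgCl2, 0.005% Tween 20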
PMI act: phosphomannose isomerase (human) activation; 0.005% of 190,000 active; P34949; purified human PMI, coupled resazurin fluorescence, 20 min; stronger effect = higher value; 1 = vehicle control, 0 substrate-free wells; activation factor at 20 µM;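 active = activation factor of 2 or more at 20 µM, relative to plate controls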
Target sequence (P34949 whole entry, looked up): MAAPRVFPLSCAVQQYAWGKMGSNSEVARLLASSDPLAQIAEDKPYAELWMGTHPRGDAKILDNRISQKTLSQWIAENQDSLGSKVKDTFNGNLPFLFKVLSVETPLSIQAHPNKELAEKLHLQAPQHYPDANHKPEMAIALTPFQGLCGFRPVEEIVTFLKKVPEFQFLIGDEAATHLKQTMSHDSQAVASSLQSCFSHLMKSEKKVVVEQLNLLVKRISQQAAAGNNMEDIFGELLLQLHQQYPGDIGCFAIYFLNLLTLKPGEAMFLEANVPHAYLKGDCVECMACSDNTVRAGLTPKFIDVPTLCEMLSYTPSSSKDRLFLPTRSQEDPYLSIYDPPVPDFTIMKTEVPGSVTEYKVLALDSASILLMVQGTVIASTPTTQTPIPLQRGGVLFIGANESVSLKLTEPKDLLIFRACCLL
bIAP act: increases bovine intestinal alkaline phosphatase activity; activation factor at 20 µM; 0.17% of 200,000 active; purified bovine IAP, CDP-star luminescence, 30 min; stronger effect = higher value; fold of DMSO-control signal, blank-subtracted;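 active = activation factor of 2 or more at 20 µM, a signal rise over negative controls twice the positive control's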
PMI act satM6P: activators of human phosphomannose isomerase at near-saturating mannose 6-phosphate. P34949. coupled PMI enzyme assay, resazurin fluorescence, 20 min; stronger effect = higher value; 1 = untreated enzyme, 0 = substrate-free blank. activation factor at 20 µM. 0.34% of 190,000 active. AID 1216;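 active = activation factor of 2 or more at 20 µM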
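Test system – human PMI in coupled enzyme assay · Timing – 20 min incubation at room temperature · Detection – Diaphorase-driven resazurin-to-resorufin fluorescence, excitation 544, emission 590 nm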
TNAP inh hiacc: inhibitors of human TNAP at high phosphate acceptor concentration; inhibition, % at 20 µM; purified TNAP, CDP-star luminescence, 1 M DEA; 0.03% of 200,000 active; P05186;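 active = over 50% inhibition of tissue-nonspecific alkaline phosphatase at 20 µM in the single-dose screen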;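 note: plate controls were DMSO wells for no effect and EDTA-quenched wells as full inhibition for full effect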
Target sequence (P05186 whole entry, looked up): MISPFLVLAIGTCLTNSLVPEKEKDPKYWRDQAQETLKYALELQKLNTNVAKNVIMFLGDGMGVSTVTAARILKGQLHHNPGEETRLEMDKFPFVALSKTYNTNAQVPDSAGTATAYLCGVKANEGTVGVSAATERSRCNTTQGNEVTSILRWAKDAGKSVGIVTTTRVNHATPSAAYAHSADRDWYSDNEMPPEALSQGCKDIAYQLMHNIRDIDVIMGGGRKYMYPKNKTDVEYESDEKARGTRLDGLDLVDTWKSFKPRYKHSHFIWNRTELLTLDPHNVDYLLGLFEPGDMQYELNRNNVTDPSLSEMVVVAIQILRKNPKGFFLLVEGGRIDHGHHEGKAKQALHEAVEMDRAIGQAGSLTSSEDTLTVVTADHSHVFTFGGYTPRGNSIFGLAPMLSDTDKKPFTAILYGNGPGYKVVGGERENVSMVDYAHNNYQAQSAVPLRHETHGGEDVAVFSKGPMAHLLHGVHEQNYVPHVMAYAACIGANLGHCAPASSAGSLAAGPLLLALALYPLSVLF
TNAP inh noacc: inhibitors of human TNAP without phosphate acceptor | P05186 | purified TNAP, CDP-star luminescence, 30 min | inhibition, % at 20 µM | 0.26% of 200,000 active | AID 1012;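 active = tissue-nonspecific alkaline phosphatase inhibition above about 50% at 20 µM in the single-dose screen, limit read from the data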;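 note: 0% = DMSO negative control and 100% = EDTA positive control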
Lmaj promast: reduces viability of Leishmania major promastigotes; resazurin fluorescence viability; inhibition, % at 10 µM; 9% of 200,000 active; AID 1063; in the data active = inhibition above about 50%;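 note: promastigotes grown with compound for 44 hours at 28 °C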
bIAP inhibitor: blocks bovine intestinal alkaline phosphatase activity. inhibition, % at 20 µM. 190,000 tested, under 10 active. purified bovine IAP, CDP-star luminescence, 30 min;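 active = over 50% inhibition of intestinal alkaline phosphatase at 20 µM in the single-dose screen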
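test system = bovine IAP enzyme | medium = DEA buffer 100 mM, pH 9.8, with MgCl2 1.0 mM, ZnCl2 0.02 mM | detection = luminescence | dosing = single compound dose of 20 µM, 2% DMSO final | incubation = 30 min reaction at room temperature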
Diaphorase inh: inhibits diaphorase or chemically oxidizes, flagging diaphorase assay artifacts; diaphorase resazurin-to-resorufin fluorescence, NADH, 16 min; bacterial (C. kluyveri) enzyme, not human; inhibition, % at 20 µM; 0.69% of 190,000 active; AID 1217;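 active = primary screen inhibition at 20 µM above a set limit, cut at about 50% in these data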;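 note: plate controls were DMSO with full reaction for no effect and wells lacking NADH for full effect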
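Test system: Clostridium kluyveri diaphorase enzyme / Quantity: diaphorase at 0.14 U/mL in enzyme working solution / Incubation: 16-min room-temperature incubation before reading / Benchmarks: NADH-free wells as positive control, DMSO-only neutral wells / Signal: resorufin fluorescence 544/590 nm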
TNAP act hiacc: increases human TNAP activity under high phosphate acceptor concentration. P05186. purified TNAP, CDP-star luminescence, 1 M DEA, 30 min; stronger effect = higher value; 0 = EDTA background, 1 = DMSO-only activity. activation factor at 20 µM. 200,000 tested, under 10 active;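 active = activation factor at least 2 at 20 µM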
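Dosing: 20 µM single point. System: human TNAP. Amount: TNAP 1/800 final. Incubation: 30 min, room temperature. Read-out: TNAP activation factor scaled between EDTA and DMSO control wells. Signal: luminescence from CDP-star hydrolysis. Medium: 1 M DEA, pH 9.8, Mg2+, Zn2+. Control set: EDTA negative control, DMSO positive control.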
* hit, by the source's call; . = no result given.

SMILES | Diaphorase act | PMI act | bIAP act | PMI act satM6P | TNAP inh hiacc | TNAP inh noacc | Lmaj promast | bIAP inhibitor | Diaphorase inh | TNAP act hiacc
CCN(CC)c1ccc(/C=C(\C#N)C(N)=O)cc1 | 1 | 0.9 | 0.6 | 1 | 20 | 15 | 1 | 38 | 0 | 0.8
O=C(NCCc1ccccc1)C(=O)N/N=C/c1ccc2c(c1)OCO2 | 1.1 | 1 | 1 | 1 | -6 | -6 | -3 | 4 | -10 | 1.1
Cc1ccn2c(NC(=O)C(C)(C)Oc3ccc(Cl)cc3)c(-c3cccs3)nc2c1 | 0.7 | 0.8 | 0.9 | 0.9 | -4 | -27 | 29 | 8 | 26 | 1
CCOC(=O)N1CCN(C(=O)CS(=O)(=O)c2cn(Cc3cccc(F)c3)c3ccccc23)CC1 | 0.8 | 0.9 | 1 | 1 | -4 | -5 | 1 | -1 | 16 | 1
Cc1csc(SCc2nc3scc(-c4ccccc4)c3c(=O)[nH]2)n1 | 0.8 | 0.9 | 1 | 0.8 | -1 | -17 | -9 | -3 | 19 | 1
c1ccc(-n2c(Cc3cn4ccsc4n3)nnc2N2CCOCC2)cc1 | 0.9 | 1.2 | 0.9 | 1.2 | -4 | -11 | -9 | 10 | 11 | 1
CCCCN(CC)S(=O)(=O)c1ccc(C(=O)Nc2nnc(-c3cccs3)o2)cc1 | 1 | 1.1 | 0.9 | 1.2 | -3 | -3 | 99* | 10 | 2 | 1
O=C(Nc1ccccc1)Nc1nnc(SCc2ccc(Cl)cc2)s1 | 1 | 1.2 | 1 | 1.1 | -2 | -12 | -6 | 4 | 4 | 1
CCCC(=O)Nc1cnc(NC(=O)c2cccc(F)c2)cc1C | 1 | 0.9 | 1 | 0.9 | -5 | -26 | -6 | 4 | 1 | 1.1
C#CCOCCOCCOCCNc1nc(N2CCN(C(=O)[C@H](C)n3cc(CCCN=C(N)N)nn3)CC2)nc(N2CCN(C(=O)[C@H](CCCCN)n3cc(CCCC)nn3)CC2)n1 | 1.3 | 1.4 | 0.9 | 1.5 | -6 | -16 | -7 | 7 | -31 | 1.1
Cc1[nH]c2ccccc2c1/C=C/c1nc2ccccc2c(=O)n1-c1cccc([N+](=O)[O-])c1 | 1 | 0.9 | 1.3 | 0.9 | 10 | -3 | 2 | -31 | 3 | 0.9
Fc1cccc(Cl)c1Cn1nnc2c(N3CCC4(CC3)OCCO4)ncnc21 | 1 | 1 | 1 | 1 | 0 | 5 | -4 | -2 | 4 | 1
COc1ccc(OC)c(N(CC(=O)Nc2ccccc2)S(C)(=O)=O)c1 | 0.9 | 1 | 1 | 1 | -7 | -11 | 4 | 2 | 14 | 1.1
O=C(C1=C[C@@H](c2ccc(Br)cc2)C[C@@H](OCCCCO)O1)N1CCN(Cc2ccc3c(c2)OCO3)CC1 | 1 | 0.9 | 1.2 | 1 | -9 | -10 | 43 | -25 | 2 | 1.1
CCOC(=O)N1CCN(C(=O)CSc2nc3c(cnn3-c3ccc(Cl)cc3)c(=O)[nH]2)CC1 | 0.8 | 0.9 | 0.9 | 1 | -4 | -3 | 0 | 6 | 20 | 1
CC(Oc1ccc(Cl)cc1Cl)c1ccnc2nc(N3CCOCC3)nn12 (stereo unspecified) | 0.9 | 0.9 | 1.1 | 1 | -2 | -17 | 10 | -5 | 10 | 1
COC(=O)c1c(C)[nH]c(C(=O)C(C)Sc2nnc(-c3cc(OC)c(OC)c(OC)c3)o2)c1C (stereo unspecified) | 0.8 | 0.9 | 0.9 | 0.9 | 0 | -2 | -4 | 6 | 22 | 1
COc1ccc(/C=C/C(=O)NNc2c(F)c(F)cc(F)c2F)cc1OC | 0.9 | 1 | 0.9 | 0.9 | -7 | -15 | -4 | 8 | 13 | 1.1
CN1CCN(CCCNC(=S)Nc2ccc(F)c(Cl)c2)CC1 | 1.2 | 1.2 | 1 | 1.1 | -8 | 2 | 26 | -4 | -15 | 1.1
O=C(CSc1ccc(F)cc1)NC12CC3CC(CC(C3)C1)C2 | 1 | 1 | 0.9 | 1 | -5 | -9 | 20 | 11 | 4 | 1.1
CCCSc1nc(=S)n(Cc2ccccc2)c(C)c1C(C)=O | 1 | 1.1 | 1.1 | 1.1 | -7 | -2 | 12 | -7 | 1 | 1.1
C=CCc1c(C)nc(SCC(N)=O)[nH]c1=O | 0.9 | 1 | 0.9 | 1 | 0 | -6 | -3 | 7 | 9 | 1
CCOc1cc(N2CCOCC2)c(OCC)cc1NC(=O)CN1C(=O)NC(Cc2ccccc2)C1=O (stereo unspecified) | 0.8 | 0.8 | 1 | 0.8 | -2 | -9 | -4 | 0 | 23 | 1
C=C(C)CSc1nc(N)c2c(C)c(C)sc2n1 | 0.9 | 1 | 0.7 | 1 | -6 | 3 | -7 | 26 | 12 | 1.1
CC(C)Cc1nnc(NS(=O)(=O)Cc2ccccc2)s1 | 1 | 1 | 1 | 1 | -13 | -6 | -5 | -5 | -1 | 1.1
CCCNC(=O)c1nc(C)n(-c2ccc([N+](=O)[O-])cc2)n1 | 0.9 | 1 | 1 | 0.9 | -2 | -7 | 3 | -4 | 14 | 1
COc1ccc(C(=O)Nn2cnnc2)cc1 | 0.8 | 0.8 | 0.9 | 0.9 | -5 | -10 | 1 | 11 | 17 | 1.1
CC1(C)Cc2c(sc3c2c(=O)n(Cc2ccccc2)c2nncn32)CO1 | 0.8 | 1 | 1 | 1 | -8 | -13 | . | 0 | 15 | 1.1
COC(=O)CCC(=O)CN | 0.9 | 1.1 | 0.9 | 1.1 | -2 | -8 | 13 | 10 | 8 | 1
CCOc1ccc(CC(=O)NNC(=S)Nc2ccc(OC)c(OC)c2)cc1 | 1.1 | 1 | 1.1 | 1 | -3 | -116 | -2 | -14 | -5 | 1
Cn1cc(/C=C2\SC(=O)N(c3ccccc3)C2=O)c2ccccc21 | 0.9 | 0.9 | 0.9 | 0.9 | 7 | 4 | -5 | 8 | 14 | 0.9
O=C(Nc1ccc(F)cc1)c1ccc(-n2ccnc2)nc1 | 0.9 | 1 | 0.9 | 1 | -5 | -13 | -4 | 11 | 7 | 1.1
CC(=O)c1ccc(NC(=S)N2C(C)CCCC2C)cc1 (stereo unspecified) | 0.9 | 1 | 0.9 | 1.1 | -5 | -12 | -5 | 10 | 8 | 1
Cc1nn(C2CCCO2)c(=O)nc1N (stereo unspecified) | 1 | 1.1 | 1.1 | 1 | -2 | 1 | 2 | -13 | 3 | 1
CCC1(CC)C(=O)N(C)C(=O)NC1=NCc1ccccc1 | 1 | 0.9 | 1 | 0.9 | -1 | -9 | -5 | 5 | 5 | 1
CCOC(=O)C1(Cc2cccc(OC)c2)CCN(Cc2cnc(C)s2)CC1 | 0.9 | 0.9 | 1.2 | 1.1 | 4 | 0 | 48 | -20 | 7 | 1
CCOC(=O)C(Sc1nnc2c3ccccc3n(CC)c2n1)C(=O)OCC | 0.7 | 1.1 | 1 | 1.4 | -5 | -11 | 2 | 1 | 27 | 1.1
Cn1c(NCc2ccccc2)nc2c1c(=O)n(Cc1ccccc1)c(=O)n2C | 0.8 | 0.8 | 0.9 | 0.8 | -1 | -5 | 1 | 8 | 19 | 1
NS(=O)(=O)c1ccc(-c2ccc(C=NC3CCS(=O)(=O)C3)o2)cc1 (stereo unspecified) | 0.8 | 1 | 0.8 | 0.9 | -5 | -6 | -1 | 17 | 21 | 1.1
CCOC1=NS(=O)(=O)c2ccccc21 | 0.9 | 1.1 | 1.3 | 1.1 | -3 | -11 | 2 | -33 | 8 | 1
O=C(c1cccc(NS(=O)(=O)c2cccc(F)c2)c1)N1CCN(c2ccccc2)CC1 | 0.8 | 0.9 | 0.5 | 0.9 | -8 | -6 | -5 | . | 18 | 1.1
Cc1ccn2c(/C=N/OCc3cccc(F)c3)c(-c3ccc(Cl)cc3)nc2c1 | 1.1 | 1 | 0.9 | 1 | 1 | -3 | 44 | 12 | -7 | 1
COc1ccc(C(=O)NC(C(=O)NCC(=O)Nc2c(C)cccc2C)C(C)C)cc1 (stereo unspecified) | 1 | 1.2 | 0.9 | 1 | -5 | -3 | 67* | 8 | -3 | 1
COc1ccccc1Nc1nc2nonc2nc1N1CCC(C)CC1 | 0.9 | 0.9 | 1 | 0.9 | 0 | -11 | 4 | -2 | 9 | 1
COc1cc2c(cc1OC)CN(C(=O)COc1ccc(C)c(C)c1)CC2 | 0.9 | 0.9 | 1 | 1 | -3 | -12 | 36 | 3 | 12 | 1
Cc1ccc(CC(NC(=O)c2ccccc2)C(=O)NCC(=O)O)cc1 (stereo unspecified) | 0.9 | 1 | 0.8 | 1.1 | 1 | -7 | -3 | 16 | 9 | 1
O=C(CC(Nc1cccc(Cl)c1Cl)C(=O)OCC(=O)c1cccs1)c1ccccc1 (stereo unspecified) | 0.9 | 0.8 | 0.8 | 0.8 | 1 | -13 | -5 | 22 | 14 | 1

Entries from the list above that contain two or more sulfur atoms (7):
SMILES | Diaphorase act | PMI act | bIAP act | PMI act satM6P | TNAP inh hiacc | TNAP inh noacc | Lmaj promast | bIAP inhibitor | Diaphorase inh | TNAP act hiacc
Cc1csc(SCc2nc3scc(-c4ccccc4)c3c(=O)[nH]2)n1 | 0.8 | 0.9 | 1 | 0.8 | -1 | -17 | -9 | -3 | 19 | 1
CCCCN(CC)S(=O)(=O)c1ccc(C(=O)Nc2nnc(-c3cccs3)o2)cc1 | 1 | 1.1 | 0.9 | 1.2 | -3 | -3 | 99* | 10 | 2 | 1
O=C(Nc1ccccc1)Nc1nnc(SCc2ccc(Cl)cc2)s1 | 1 | 1.2 | 1 | 1.1 | -2 | -12 | -6 | 4 | 4 | 1
CCCSc1nc(=S)n(Cc2ccccc2)c(C)c1C(C)=O | 1 | 1.1 | 1.1 | 1.1 | -7 | -2 | 12 | -7 | 1 | 1.1
C=C(C)CSc1nc(N)c2c(C)c(C)sc2n1 | 0.9 | 1 | 0.7 | 1 | -6 | 3 | -7 | 26 | 12 | 1.1
CC(C)Cc1nnc(NS(=O)(=O)Cc2ccccc2)s1 | 1 | 1 | 1 | 1 | -13 | -6 | -5 | -5 | -1 | 1.1
NS(=O)(=O)c1ccc(-c2ccc(C=NC3CCS(=O)(=O)C3)o2)cc1 (stereo unspecified) | 0.8 | 1 | 0.8 | 0.9 | -5 | -6 | -1 | 17 | 21 | 1.1
